# RMI FANCM FP = disruptors of RMI1/RMI2 association with MM2 peptide – biochemical, fluorescence polarization, human, primary screen | RMI core complex (RMI1/RMI2) binding to FANCM MM2 peptide, human | RMI core complex with F-MM2 peptide; hits give low values | FP signal (polarization) at 33 µM | actives 0.58% (n = 70,000); in the data active = FP signal below about 40; also: inactives centre near 61; strong numbers were not always called active; unit not given here
# An asterisk follows results filed as active; & = joins results of further samples. These rows are one share of the data; rates above refer to the full screens.
structure	RMI FANCM FP
Cc1ccc(-n2ncc3c(NNC(=O)C4CCCCC4)ncnc32)c(C)c1	58
CC1CN(c2ncnc3c2cnn3CCNC(=O)c2cccc(Cl)c2)CC(C)O1 (stereo not drawn)	63
Cc1cccc(S(=O)(=O)Nc2ccc3c(c2)C(=O)Nc2cc(C)ccc2O3)c1	67
NC(=O)c1ccc(NC(=O)CN2CCC(c3nc4ccccc4[nH]3)CC2)cc1	53
O=C(NCCCn1ccnc1)C(=O)NCC1OCCN1C(=O)c1ccc2c(c1)OCO2 (stereo not drawn)	59
Cn1nc(-c2cccnc2)[nH]c1=O	53
CSC1=Nc2cccnc2Nc2ccccc21	51
CSC(=N)n1nc(SC)nc1N	51
COCCNC(=O)c1c(N)sc2c1CCCC2	59
COc1ccc(Oc2ncccc2NS(=O)(=O)c2ccc(F)c(F)c2)cc1	54
CCOC(=O)c1cnc2c(-c3ccccc3)c(C)nn2c1N	64
CC1CCc2c(sc3ncnc(SCC(=O)Nc4ccc5c(c4)OCCO5)c23)C1 (stereo not drawn)	71
Oc1c(C(c2ccccn2)N2CCN(c3ccccc3)CC2)cc(Cl)c2cccnc12 (stereo not drawn)	65
CC1CN(CC(O)COCc2ccc(Cl)cc2)CC(C)O1 (stereo not drawn)	59
N#Cc1cn(-c2cccc(C(F)(F)F)c2)c(=O)n(Cc2ccc(Cl)cc2)c1=O	60
O=C(Nc1cccc(-c2ccc3nnc(-c4ccncc4)n3n2)c1)c1ccc(F)cc1F	99
CCOc1ccc(-c2cn3c(CC(=O)NCCN4CCOCC4)csc3n2)cc1	62
COc1ccc(NC(=O)CSc2ncc(CO)n2CC(=O)NC(C)C)cc1OC	59
COc1ccc(C(=O)NCCc2ccc3c(c2)CCCN3C)c(OC)c1	61
COc1ccc(OC)c(S(=O)(=O)NC(N)=NCCc2c(C)[nH]c3ccc(F)cc23)c1	60
CCOC(=O)Cc1csc(NC(=O)CSc2ccc(NC(=O)C(C)C)nn2)n1	66
S=C(Nc1ccccc1)Nc1nccs1	51&52
COc1ccc(NCC(O)Cn2c3ccc(Br)cc3c3cc(Br)ccc32)c(OC)c1 (stereo not drawn)	59
Cc1ccc(OCCCC(=O)Nc2sc3c(c2C(N)=O)CCC(C)C3)c(C)c1 (stereo not drawn)	60
CCc1cccc(-n2ccn(CC(=O)Nc3ccc(OC)c(Cl)c3)c(=O)c2=O)c1	53

# Carrying on:
structure	RMI FANCM FP
S=C(Nc1ccc2c(c1)CCC2)N1CCSCC1	56
COc1ccc(N2CCN(CCNS(=O)(=O)c3ccc(C)s3)CC2)cc1	64
O=C(Nc1nc2c(s1)CCC2C(=O)NCCc1c[nH]c2ccccc12)c1ccc(F)cc1 (stereo not drawn)	55
Cn1c(=O)[nH]c(=O)c2[nH]cnc21	56
COc1cn(CC(=O)NCc2ccc(F)cc2)c(CO)cc1=O	58
Cc1cc(C)nc(SCC(=O)Nc2cccc3ccccc23)n1	58
Cc1ccc(-n2nnc3c(=O)n(CC(=O)Nc4cccc(F)c4)cnc32)cc1Cl	65
O=S(=O)(c1cc(Br)c(Cl)s1)N1CCOCC1	54
COc1ccc(NC(=O)Cn2c(-c3ccccn3)nc3ccccc32)c(OC)c1	77
CCOC(=O)N1CCN(C(=O)C(=O)c2c(C)[nH]c3ccccc23)CC1	58
COC(=O)c1c(-c2cc(C)on2)n[nH]c1C	64
CCn1c(C)cc(O)c(C(c2ccc(OC)c(OC)c2)N2CCN(C)CC2)c1=O (stereo not drawn)	57
O=C(CC1Sc2ccccc2NC1=O)NNC(=O)c1ccc(Cl)cc1 (stereo not drawn)	52
O=C(O)/C=C\C(=O)NNC(=O)c1ccncc1	62
CC(=O)c1cccc(Nc2nc(Nc3ccc(Cl)cc3)nc(N3CCOCC3)n2)c1	106
Cn1ncc2c(NNC(=O)c3cc(Cl)cc(Cl)c3)ncnc21	52
Cc1ccc(Cl)cc1NC(=O)Cn1nc2ccc(SC(C)C)nn2c1=O	63
Nc1nnc(-c2ccccn2)o1	66
CC1(C)S[C@@H]2[C@H](NC(=O)COc3ccccc3)C(=O)N2C1C(=O)O (stereo partly drawn)	52
COc1ccc(Br)c(C(=O)c2nnn3c2nc(N)c2c(Cl)cccc23)c1	59
COc1ccc(CCNC(=O)c2ccc(=O)[nH]n2)cc1OC	52
COc1cc2c(cc1OC)C(C)N(C(=O)c1nn(-c3ccccc3)nc1C)CC2 (stereo not drawn)	55
COc1cc(/C=C(\C#N)c2nc(-c3ccc(-c4ccccc4)cc3)cs2)cc(Br)c1O	47
COc1ccccc1NC(=O)c1sc(=S)n(-c2cc(Cl)ccc2OC)c1N	56
CCCCCCCCCCCC(=N)OC	60

# Later entries
structure	RMI FANCM FP
Cc1ccccc1CNCC1CCCO1 (stereo not drawn)	70
CCOC(=O)c1ccc(S(=O)(=O)NCCOc2cc(N3CCN(C)CC3)ncn2)cc1	62
CCn1ccc(C(=O)N(Cc2cccnc2)c2nc3c(C(C)C)cccc3s2)n1	65
CC1CCc2c(sc(Nc3nc4c(F)cccc4s3)c2C(N)=O)C1 (stereo not drawn)	70
Cc1cc(C)n(C(=O)c2sccc2S(=O)(=O)N(C)c2ccc(F)c(F)c2)n1	58
O=[N+]([O-])c1ccccc1-c1ccc(C(=S)N2CCCCC2)o1	65
Cc1cc(C(=O)Nc2ccccc2C(F)(F)F)c(C)o1	66
CN(C)c1cccc(C(=O)NCCCS(=O)(=O)N2CCN(c3ccc(F)cc3)CC2)c1	63
COc1ccc(C(=O)/C=C2\SC(=O)C(=O)N2c2ccccc2)cc1	54
Cc1ccccc1-c1noc(C2CC(=O)N(c3cccc(Cl)c3)C2)n1 (stereo not drawn)	105
Cn1c(=O)n(Cc2cccnc2)c(=O)c2c(N3CCN(C(=O)C4CC4)CC3)ccnc21	63
Cc1cccc(-n2nc3c(c2NC(=O)c2cccs2)CSC3)c1	57
O=C(O)CCCCCCCC(=O)c1ccccc1	53
N#C/C(=C\c1cccc(OCc2ccccc2)c1)c1ccc([N+](=O)[O-])cc1	58
CCOc1ncnc2c1nnn2Cc1ccccc1Cl	43
O=C(c1ccc2c(c1)OCCO2)N1CCCCC1	-20*
Cc1ccc(-c2nnc(NC(=O)Cc3cccc4ccccc34)s2)cc1	159
NC(=O)c1cc2ccccc2o/c1=N/NC(=O)c1ccco1	57
CC(C)Sc1nc2c(c(=O)[nH]1)C(c1ccc(N(C)C)cc1)C1=C(CCCC1=O)N2 (stereo not drawn)	65
O=C(Nc1nc(CSCc2ccc(F)cc2)cs1)c1cccc(Br)c1	74
Cn1nnc2c(=O)n(Cc3ccc(F)cc3)cnc21	61
Cc1cn(CCC(=O)Nc2nn(C)c3cccc(F)c23)c2ccccc12	46
O=C1CC(c2nc(-c3ccncc3)no2)CN1c1ccc2c(c1)OCO2 (stereo not drawn)	58
Cc1ccc(N2C(=O)CC(Sc3ccccc3C(=O)N3CCOCC3)C2=O)cc1 (stereo not drawn)	60
CC(C)(C)C(=O)NCc1ccsc1	69

# A second format for 4 compounds above:
Cc1cccc(-n2nc3c(c2NC(=O)c2cccs2)CSC3)c1
  RMI FANCM FP: 57
O=C(O)CCCCCCCC(=O)c1ccccc1
  RMI FANCM FP: 53
N#C/C(=C\c1cccc(OCc2ccccc2)c1)c1ccc([N+](=O)[O-])cc1
  RMI FANCM FP: 58
CCOc1ncnc2c1nnn2Cc1ccccc1Cl
  RMI FANCM FP: 43

# The list goes on:
structure	RMI FANCM FP
Cc1ccc(C)c(NC(=O)Cn2ccn(-c3ccc4c(c3)OCO4)c(=O)c2=O)c1	55
COc1ccc(Nc2nn3c(=O)c4cc(OC)c(OC)cc4nc3s2)cc1	87
C/C=C(\C)C(=O)NC(=S)NNC(=O)c1ccc(N(C)C)cc1	56
Cc1ccc2nc(-c3ccc(NC(=O)c4ccc(=O)n(C)n4)cc3)sc2c1	66
COc1ccc2oc(-c3csc(NC(=O)Cc4cccs4)n3)cc2c1	50
CSc1ccc(C2N(Cc3ccccc3)CCN2Cc2ccccc2)cc1	61
Nc1ccc2c(c1)CCCN2C(=O)c1ccccc1	69
CN(C)S(=O)(=O)Oc1ccc(-c2noc(-c3cc(C(C)(C)C)nn3Cc3ccccc3)n2)cc1	54
O=C1CC2(CCN(C(=O)c3cc([N+](=O)[O-])ccc3Cl)CC2)Oc2ccccc21	54
O=C(NCCn1ncc2c(=O)n(Cc3cccc(Cl)c3)cnc21)c1ccco1	66
COc1ccc(Cl)c2sc(N(CCN3CCOCC3)C(=O)c3ccno3)nc12	69
CC(C)OCCCNC(=O)CC1Nc2ccccc2NC1=O (stereo not drawn)	55
Cc1cc(C)c2nc(C)cc(NC(=O)Cc3cccs3)c2c1	32
Cc1ccc(C(=O)Nc2ccc3c(c2)C(=O)Nc2cc(Cl)ccc2O3)cc1	113
O=C(NC(=S)NCC1CCCO1)C(c1ccccc1)c1ccccc1 (stereo not drawn)	59
OC(CNCc1cc(Cl)cc(Cl)c1)COc1ccc(Cl)c(Cl)c1 (stereo not drawn)	67
O=S(=O)(NCC1(c2cccs2)CCCC1)c1cccs1	65
CCOc1cccc(-c2cc(C(=O)N/N=C\C=C\c3ccccc3)[nH]n2)c1	95
Cc1ccc2[nH]c3c(=O)n(CCC(=O)N4CCN(c5ncccn5)CC4)cnc3c2c1	68
CCOc1cc(C(=O)OCn2c(SC)nnc(C)c2=O)cc(OCC)c1OCC	56
O=C(CSCc1ccc(Cl)cc1)Nc1ccc(F)cc1	68
Cc1cc2cc(CNC(=O)/C=C\c3ccccc3)ccc2[nH]1	63
COc1cc(NS(C)(=O)=O)c2ncccc2c1	61
COc1ccc(/C=C/C(=O)Nc2nnc(-c3cccc(S(C)(=O)=O)c3)o2)cc1OC	65
CCC1CCCCN1C(=O)CSC1=NN2CCCC(=O)N=C2S1 (stereo not drawn)	61

# Brought forward from above: 5 compounds, followed by the next part.
structure	RMI FANCM FP
O=C(CSCc1ccc(Cl)cc1)Nc1ccc(F)cc1	68
Cc1cc2cc(CNC(=O)/C=C\c3ccccc3)ccc2[nH]1	63
COc1cc(NS(C)(=O)=O)c2ncccc2c1	61
COc1ccc(/C=C/C(=O)Nc2nnc(-c3cccc(S(C)(=O)=O)c3)o2)cc1OC	65
CCC1CCCCN1C(=O)CSC1=NN2CCCC(=O)N=C2S1 (stereo not drawn)	61
CCCc1cc(=O)[nH]c(SCc2ccc(C(=O)Oc3ccc(F)cc3F)cc2)n1	52
Cc1ccc(N=C2NC(=O)/C(=C/c3cccnc3)S2)cc1	64
Cc1cc(C)c2nc(N(Cc3cccnc3)C(=O)c3ccnn3C)sc2c1	68
Cc1ccc(S(=O)(=O)Oc2cc(C)nc(-c3cccc(C)c3)n2)cc1	63
COC(=O)C1=C(C)NC2=C(C(=O)CC(c3ccc(F)cc3)C2)C1c1cn[nH]c1-c1ccc(F)cc1 (stereo not drawn)	118
CCOC(=O)N1CCN(S(=O)(=O)c2ccc(C(=O)Nc3nc4ccc(C(C)C)cc4s3)cc2)CC1	84
CCOc1ccccc1NC(=O)CCCn1nc(-c2ccc(F)cc2)ccc1=O	75
COCC(=O)NCCn1ncc2c(N3CCN(c4ccc(F)cc4)CC3)ncnc21	63
O=C(Nc1ccc(Cl)c(C(F)(F)F)c1)c1ccc(-c2nc3ccccc3s2)s1	65
COc1ccc(Br)c(C(=O)ONC(=O)c2ccc(Cl)c(Cl)c2)c1	53
O=C1NC(=O)c2cc(NC(=O)C3COc4ccccc4O3)ccc21 (stereo not drawn)	57
CCCCCCCCCCNS(=O)(=O)c1ccc2c(c1)C(=O)c1ccccc1C2=O	63
CC(C)COC(=O)OCN1C(=O)CN(CCN2CC(=O)N(COC(=O)OCC(C)C)C(=O)C2)CC1=O	53
COC(=O)c1ccc(C(=O)OC)c(NC(=O)c2ocnc2C)c1	53
CSC(N)=NC(N)=Nc1ccc(Cl)cc1	57
COc1ccc(OC)c2[nH]c(=O)c(CCNC(=O)C(=O)c3c(C)[nH]c4ccccc34)cc12	59
COC(=O)Nc1nc(CC(=O)Nc2ccccc2SC)cs1	57
COc1cccc(S(=O)(=O)NCc2ccc(C(=O)Nc3ccc4sc(C)nc4c3)cc2)c1	81
CCn1c(SCC(=O)Nc2cccc(C(F)(F)F)c2)nnc1-c1cccn(C)c1=O	64
O=[N+]([O-])c1cccc(S(=O)(=O)Oc2ccc3oc4ccccc4c3c2)c1	59
COc1nc(C)nc(N=CNO)n1	63
COc1ccc2[nH]cc(CCNC(=O)CN3C(=O)/C(=C\c4cccs4)SC3=S)c2c1	60
Cc1cc(C)nc(SCCCn2c(N3CCC(C(N)=O)CC3)nc3c2c(=O)[nH]c(=O)n3C)n1	59
Cc1ccc(S(=O)(=O)N/N=C\C(=O)O)cc1	59
COc1nn(C)cc1-c1nnc(SCc2cccc(C(F)(F)F)c2)n1C	70

# (listing goes on)
structure	RMI FANCM FP
Cc1nnc(NC(=O)c2cccc(C(F)(F)F)c2)s1	57
Oc1ccccc1C=NCc1csc2ccccc12	60
CC(C)NC(=O)CSc1nc2cc3c(cc2c(=O)n1Cc1ccc(C(=O)NC(C)C)cc1)OCO3	65
CCOc1ncccc1C(=O)Nc1c(C)nc2sccn2c1=O	58
COc1ccc(C2C(C#N)=C(C)NC3=C2C(=O)CC(C)(C)C3)cc1OC (stereo not drawn)	52
COC(=O)c1ccc(NC(=O)CSc2nnc(C(C)C)c3cnn(-c4ccccc4OC)c23)cc1	64
CCc1ccc2c(O)c3c(cc2c1C(=O)OC)C(=O)c1c(O)ccc(O)c1C3=O	55
O=C(NCC1CC1)Nc1cccs1	63
